ALOX12 inh = ALOX12 (human) lipoxygenase inhibition | AID 1671190 | purified 12hLO, xylenol orange hydroperoxide absorbance | P18054 | 580,000 tested, 1.1% active | Potency, µM (doses to about 108 µM), inactives show at the highest dose activity change, negative = inhibition, most hits filed as inhibitors; note: % is set by controls: 0 for no effect and ±100 for the full control effect
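Purified human 12hLO (150 nM final) in 25 mM Hepes, 0.01% Triton X-100, pH 7.0 was preincubated 15 min at room temperature with compound. Then 40 uM arachidonic acid was added, 30 min. Hydroperoxide was read by Fe-XO absorbance ratio 573/405 nm.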
GLS inhibitor = inhibitors of human glutaminase (GLS); GLS enzymatic activity, qHTS titration; O94925; 410,000 tested, 0.21% active; Potency, µM (highest dose often 45.5 µM), inactives show at the top dose activity change, negative = inhibition, most hits filed as inhibitors; note: % is set by controls: 0 for no effect and ±100 for the full control effect
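Enzyme dispensed in phosphate buffer (45 mM, pH 8.2, 0.02% Tween-20), compounds pinned in, then 1 mM L-glutamine solution and the glutamate oxidase–HRP–Amplex Red mix added; fluorescence read immediately and again after 30 min at room temperature.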
RGS4 inhibitor = human RGS4 inhibition; Transcreener GDP fluorescence polarization, RGS4-accelerated GTP hydrolysis; Potency, µM (highest dose often 114 µM), for the others: at the top dose activity change, negative = inhibition, hits mostly inhibitors; 390,000 tested, 0.039% active; note: % is set by controls: 0 for no effect and ±100 for the full control effect; nearly all actives have a fitted effect of over 75% in size; some results filed as inactive show a strong effect at the top dose
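MLSMR compounds (23 nl, pin-transferred) preincubated 10 min at room temperature with a 500nM (2x) first reagent, then RGS4 at 900nM (2x) plus Transcreener GDP mix added; fluorescence polarization (620/688 nm) read before and after 90 min at 30 °C.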
ERG-DNA inh = blocks human ERG Ets domain binding to DNA. fluorescence polarization, His-ERG Ets domain / labelled DNA. 370,000 tested, 0.028% active. Potency, µM (series often up to 76.9 µM), inactives show top-dose FP activity, negative = inhibition, actives largely listed as inhibitors. AID 624246; active = well fitted inhibition curve with a large enough effect in the polarisation, with a control signal flat; inconclusive = small, poorly fitted or top-dose-only effect, or effect the other way, or a change in a side signal; inactive = no such curve, though single readings can be large or run the other way; the % refers to the polarisation;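 note: polarization taken with two DNA probes labelled with fluorescein and Texas red; % of control where 0% means no effect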
Target sequence (P11308 whole entry, looked up, the tested form may be a part): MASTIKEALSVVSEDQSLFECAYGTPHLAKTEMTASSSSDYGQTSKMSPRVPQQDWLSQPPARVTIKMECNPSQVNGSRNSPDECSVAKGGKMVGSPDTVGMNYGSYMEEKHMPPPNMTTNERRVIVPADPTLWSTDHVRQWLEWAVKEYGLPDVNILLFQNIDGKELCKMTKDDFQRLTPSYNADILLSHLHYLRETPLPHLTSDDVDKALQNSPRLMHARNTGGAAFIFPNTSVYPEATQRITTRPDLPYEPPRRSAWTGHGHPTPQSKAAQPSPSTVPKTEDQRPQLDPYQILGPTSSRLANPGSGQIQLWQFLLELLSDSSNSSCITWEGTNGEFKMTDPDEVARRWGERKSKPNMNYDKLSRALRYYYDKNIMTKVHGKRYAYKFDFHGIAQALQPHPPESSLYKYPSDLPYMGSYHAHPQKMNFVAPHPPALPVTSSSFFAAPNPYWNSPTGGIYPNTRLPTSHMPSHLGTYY
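His-tagged ERG Ets domain (1 uM in the protein solution; 300mM KCl, 50mM Tris-HCl, 1mM EDTA, 1mM DTT, pH 7.5) received compound, then a probe mix of 5 nM fluorescein-DNA and 100nM Texas-615-DNA. Fluorescence polarization was read for both dyes.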
HP1b chromo inh = inhibitors of HP1-beta chromodomain binding to methylated histone tails. P83916. AlphaScreen HP1-beta / biotin-H3K9me3 peptide binding. Potency, µM (top dose mostly 114 µM), for the others: at the highest dose activity change, negative = inhibition, hits mostly inhibitors. 390,000 tested, 0.56% active. AID 540317; note: nearly all actives have a fitted effect of over 70% in size; inactives centre near 23
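HP1-beta protein (50 nM final) preincubated 30 min at room temperature with biotinylated H3(1-18)K9me3 peptide (50 nM) in PBS pH 7.4, 0.01% Tween-20, then compound added for 30 min. AlphaScreen streptavidin donor/nickel chelate acceptor beads (10 ug/mL final), 30 min dark, luminescence read.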
Pin1 inhibitor = blocks the human prolyl isomerase Pin1 | Q13526 | Pin1 FP peptide displacement, HiFluor488, 10 min | Potency, µM (doses to about 115 µM), for the others: at the top dose activity, negative = inhibition, usual class: inhibitors | AID 504891 | 390,000 tested, 0.009% active; active = well fitted inhibition curve with a large enough effect in the polarisation, with a control signal flat, not every such curve was filed as active; inconclusive = small, poorly fitted or top-dose-only effect, or effect the other way, or a change in a side signal; inactive = no such curve, though single readings can be large or run the other way; the % refers to the polarisation; note: % is set by controls: 0 for no effect and ±100 for the full control effect
TrxR1 inh = blocks rat thioredoxin reductase 1; recombinant rTrxR1, NADPH fluorescence consumption, selenite substrate; Potency, µM (highest dose often 114 µM), for the others: at the top dose activity change, negative = inhibition, actives largely listed as inhibitors; 390,000 tested, 1% active; note: % is set by controls: 0 for no effect and ±100 for the full control effect; nearly all actives have a fitted effect of over 65% in size
Target sequence (O89049 whole entry, looked up): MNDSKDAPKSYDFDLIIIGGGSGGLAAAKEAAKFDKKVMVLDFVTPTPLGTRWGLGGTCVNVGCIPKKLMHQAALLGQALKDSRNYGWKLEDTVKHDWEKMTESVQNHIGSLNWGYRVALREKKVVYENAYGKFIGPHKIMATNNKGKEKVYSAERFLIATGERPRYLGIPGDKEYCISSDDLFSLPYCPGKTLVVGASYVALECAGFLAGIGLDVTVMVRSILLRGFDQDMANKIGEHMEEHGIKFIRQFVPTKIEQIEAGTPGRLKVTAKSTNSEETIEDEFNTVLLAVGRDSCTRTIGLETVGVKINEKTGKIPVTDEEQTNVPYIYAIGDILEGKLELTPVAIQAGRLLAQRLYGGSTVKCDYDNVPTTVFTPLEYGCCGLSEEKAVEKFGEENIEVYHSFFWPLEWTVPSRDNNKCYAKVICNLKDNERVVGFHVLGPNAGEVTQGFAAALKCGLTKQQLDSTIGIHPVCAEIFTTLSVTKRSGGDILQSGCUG
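Rat TrxR1 (90 nM in the dispensed reagent) was pre-reduced with 400 uM NADPH for 5 min at room temperature, then incubated with compound for 15 min. After 400 uM selenite was added, NADPH fluorescence (Ex 340/Em 450 nm) was followed for 8 min.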
Tb PGK inh = T. brucei PGK inhibition; Potency, µM (series often up to 57.5 µM), for the others: at the top dose activity change, negative = inhibition, most hits filed as inhibitors; P07378; 380,000 tested, 0.043% active; PGK/GAPDH coupled, Kinase-Glo luminescence, 60 min; AID 602233; note: % is set by controls: 0 for no effect and ±100 for the full control effect; nearly all actives have a fitted effect of over 60% in size
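Recombinant glycosomal PGK reaction used 1,3-bisphosphoglycerate generated in-well by GAPDH (100nM final) in 100mM TEA pH 7.6, 5mM MgCl2, 0.01% Tween-20. After 60 minutes at room temperature, ATP was read by Kinase-Glo Plus luminescence end-point.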
JMJD2A Tudor inh = JMJD2A Tudor domain (human) inhibition. O75164. AlphaScreen JMJD2A-Tudor / H3K4me3 peptide binding. Potency, µM (series often up to 114 µM), without a hit: at the highest dose activity change, negative = inhibition, hits mostly inhibitors. 390,000 tested, 4.4% active. AID 504339; note: % is set by controls: 0 for no effect and ±100 for the full control effect; nearly all actives have a fitted effect of over 50% in size
Active calls of the source: *; i = inactive; ? = inconclusive; · = not tested or not shown; & = joins results of further samples; [ ] = another dose, or the depositor's remark. Unless noted, calls come from the whole dose curve; as a rule, active = well fitted curve in the direction sought with a large enough effect; inconclusive = small, poorly fitted or top-dose-only effect, or another doubt; inactive = no such curve, though single readings can be large; an effect the other way counts as inactive or inconclusive. Potency is the fitted concentration of half-maximal effect. An excerpt (hit frequency here may not be typical).

SMILES | ALOX12 inh | GLS inhibitor | RGS4 inhibitor | ERG-DNA inh | HP1b chromo inh | Pin1 inhibitor | TrxR1 inh | Tb PGK inh | JMJD2A Tudor inh
CCOC(=O)N1CCN(CCC(=O)Nc2ccccc2)CC1 | 18% | 1% | -1% | 5% | 17% | -10% | 4%[57.1 µM] | -1% | -13%
COc1ccc(CC(=O)Nc2cccc(-c3ccc4nncn4n3)c2)cc1OC | -1% | 0% | -11% | -4% | 23% | -7% | 0% | -5% | 0%
CCN(CC)S(=O)(=O)c1ccc(NC(=S)NC(=O)CC(C)C)cc1 | ? | 5% | -30% | -6% | 23% | -2% | ? | -7% | -7%
CCCn1c(SCC(=O)Nc2c(C)cccc2C)nnc1C(C)C | 0% | -3% | -16% | 7% | 47% | 9% | -1% | -6% | -6%
COC(=O)c1ccccc1NC(=O)Nc1nnc(N2CCC(C)CC2)s1 | -9% | -4%&0% | 10%&10% | 1%&-3% | 23%&26% | 2%&-3% | 10%&19% | -1%&-5% | -23%&-16%
N#CC1CC(c2ccccc2)Nc2cc(Cl)ccc2N1 (centres undefined) | -21% | 14% | -9% | 2% | 26% | 6% | -21% | -3% | -15%
Cc1ccc(NC(=O)Nc2ccc(S(N)(=O)=O)cc2)cc1 | -11% | -4% | -7% | 0% | 40%[activator] | -5% | 46%[activator][57.1 µM] | -3% | -11%
O=C(c1ccccc1)N1CCN(C(=O)c2ccncc2)CC1 | -24% | 8% | 27% | -12% | 25% | 2% | 14% | -6% | -14%
O=C(NCc1ccccn1)c1c(Cl)cccc1Cl | 2% | 1% | -2% | -1% | 56%[activator] | -6% | 1% | -5% | 21%
CCOC(=O)c1cnn(-c2ccccc2)c1-n1cccc1C(=O)C(=O)N(CC)CC | 15% | -11% | -6%[56.9 µM] | -9% | 32% | 5% | 15% | -6% | -9%
CCN(C[C@H]1N[C@@](CC)(C(=O)OC)[C@H]2C(=O)N(C)C(=O)[C@@H]12)C(=O)COc1ccccc1 | -30% | -6% | -14% | -1% | 46%[activator] | -3% | -15% | -7% | -3%
CCOCC(=O)N1CCN(Cc2ccc3c(c2)OCO3)CC1 | 0% | -2% | -8% | -6% | 59%[activator] | 0% | 8% | -1% | 3%
Cc1nc2c(Cl)c(C)nn2c2c1CCC2 | 1% | -4% | 3% | -13% | 43%[activator] | 1% | 6% | -1% | -2%
COc1ccc(OC)c(Nc2ccc(C(=O)O)cc2[N+](=O)[O-])c1 | -2% | 0% | -37% | -12% | -12% | -4% | 10%[57.1 µM] | i | -26%
COc1ccc2nc(NC(=O)CCN3C(=O)c4ccccc4C3=O)sc2c1 | -11% | 6% | -16% | -8% | 50%[activator] | 1% | 16% | -7% | -14%
COc1cccc(NS(=O)(=O)c2ccc(C)c(C(=O)N3CCCCC3)c2)c1 | 6% | 4% | -9% | 4% | 21% | 2% | 12% | i | -18%
c1ccc(Nc2cccc3ccccc23)cc1 | ? | 22% | -18% | 14% | 16% | -3% | 12%[57.1 µM] | -8% | 29%
O=C(OCC(=O)N1CCN(c2ccccc2)CC1)c1ccccc1[N+](=O)[O-] | -25% | -8% | ? | -1% | 7% | 2% | 6% | i | -22%
O=C(Cn1c(=O)oc2cc(S(=O)(=O)N3CCCC3)ccc21)Nc1ccc(C(F)(F)F)cc1 | 0% | 2% | -9% | -14% | 27% | 3% | 18%[57.1 µM] | 15% | 8%
Cc1ccc(C)c(N2CCN(C(=O)c3csc4ccccc34)CC2)c1 | -22% | 5% | -10% | · | 37% | 0% | -18% | -4% | -10%
CC(=C/c1ccccc1)/C=N/NC(=O)c1cc(C)oc1C | 8% | 10% | 27% | -2% | 16% | 2% | ? | -8% | -11%
COc1ccc(OC)c(S(=O)(=O)n2ccnc2C(C)C)c1 | 22% | 9% | 17% | 0% | 21% | 5% | 3%[57.1 µM] | 3% | -6%
CCCCCC(=O)N1CCN(CCN=CC2=C(O)CC(c3cccs3)CC2=O)CC1 (centres undefined) | 5%&-3% | -2%&0% | 10%&-23% | 13%&-11% | 34%&22% | -2%&-4% | 3%[11.4 µM] | 5%&-8% | -12%&-7%
COc1ccccc1/C=C/C(=O)OC(C)CN1CCCCC1 (centres undefined) | 0% | 5% | 2% | 11% | 42%[activator] | -13% | 13%[57.1 µM] | 1% | -16%
Cc1ccc2c(c1)c(CC(=O)Nc1ccc(C)c(F)c1)c(C(=O)O)n2C | ? | 19%&6% | -7%&1% | 6%&2% | 7%&8% | -1%&1% | 1%&1% | -3% | -20%&-28%
Clc1ccc(Cn2ncc3c(N4CCCCC4)ncnc32)c(Cl)c1 | 0% | -7% | -1% | 0% | 31% | 1% | 9%[57.1 µM] | 0% | -2%
CCOC(=O)C1(Cc2cccc(OC)c2)CCN(Cc2ccc(C)s2)CC1 | -2% | -5% | 20% | 13% | 20% | 3% | -1%[57.1 µM] | 1% | -5%
CSc1cccc(NC(=O)CC(c2ccc(F)cc2)N2Cc3ccccc3C2=O)c1 (centres undefined) | ? | -12% | 20% | -1% | -12% | 76%[activator] | 8% | -3% | -15%
CCc1nn(Cc2cc(C)ccc2C)c(=O)c2cc3cc(C)ccc3n12 | -4% | 2% | 4% | 2% | 14% | -1% | 5% | 4% | -11%
COc1ccc(N/N=C(\C#N)C(=N)N2CCCCC2)cc1 | 149%[activator] | 3% | 12% | -19% | 27% | 0% | 13% | -9% | -33%
O=C(Nc1ccc(F)c([N+](=O)[O-])c1)c1ccc2c(c1)OCCO2 | -9% | 3% | -1% | -9% | 9% | 6% | 10%[57.1 µM] | -9% | -15%
COc1cc(C(=O)NNC(=O)c2cc(-c3ccccc3)n[nH]2)cc(OC)c1C | 14% | -6% | 9% | 8% | 15%[57 µM] | 5% | 11% | -9% | -10%
CCOC(=O)c1ccc(NNC(=O)CC)c([N+](=O)[O-])c1 | -17% | 15% | -2% | 5% | 26% | -10% | 14% | -1% | -5%
O=C(NNC(=O)c1ccccc1OCc1ccccc1Cl)c1csc(N2CCOCC2)n1 | 9% | 10% | -10% | 3% | 45%[activator] | -2% | 34%[activator] | i | -21%
Cc1ccc2oc(=O)cc(CN3CC(C)OC(C)C3)c2c1 (centres undefined) | 11% | -4% | -20% | -18% | 10%[57 µM] | 0% | 21% | 2% | -13%
Cc1ccc(CSc2[nH]c(=O)ncc2C)cc1 | 8% | -1% | -1% | -3% | 34% | -14% | 11% | i | -16%
O=C(NNC(=O)c1cccs1)c1ccc(Cl)c(Cl)c1 | -2% | 5% | 9% | 6% | 3% | 8% | -8%[57.1 µM] | -2% | -10%
COc1ccc(-c2cc3c(=O)n(CC(=O)NCc4cccnc4)nc(C)n3n2)cc1 | 11% | -3% | 0% | 0% | 32% | 13% | 15% | i | -23%
COc1cc(C(=O)NCCC(=O)NCCN2CCCCCC2)cc(OC)c1OC | -4% | -2% | -3% | 3% | 24% | 1% | -8% | -12% | -1%
CCc1ccccc1SCc1noc(C(=O)NCC2CCCO2)c1C(=O)O (centres undefined) | ? | 22% | 1% | 7% | 54%[activator] | 0% | 9%[57.1 µM] | -7% | -4%
COc1cc(C)ccc1OCc1cc(C(=O)N2CCN(C3CCCCC3)CC2)no1 | 0% | 0% | 19% | 5% | -6%[57 µM] | -1% | 7% | 1% | -17%
CCOC(=O)c1sc2nc3c(SCC(=O)O)cc(C(=O)c4cc(F)ccc4O)cn3c(=O)c2c1C | ? | 16% | ? | 7% | ? | · | -7% | -1% | 40µM*
CCC(C)NC(=O)CSc1nc2n[nH]c(C)c2c(=N)n1-c1ccc(OC)cc1 (centres undefined) | 17% | -4% | -10% | 3% | 35% | 0% | -1%[57.1 µM] | -2% | 6%
O=C(Cn1cc2c(n1)CCCC2)Nc1ccccc1Cl | 109%[activator] | -2% | -45% | 3% | 8% | 0% | 19%[57.1 µM] | -9% | -30%
COc1cccc(NC(=O)Cn2c(=O)n(-c3ccccc3)c(=O)c3ccc(C(=O)NCc4ccc5c(c4)OCO5)cc32)c1 | -18% | 0% | -17% | 2% | 6% | 14% | 16% | -10% | -27%
Cc1ccc2c(c1)c(N=NC(N)=S)c(O)n2Cc1ccccc1 | -29% | 1% | -4% | 0% | 6% | -9% | 10%[57.1 µM] | -1% | -19%
CC(OC(=O)C1=COCCO1)C(=O)NC1(C#N)CCCCC1 (centres undefined) | 1% | -13% | 9% | -1% | 8%[57 µM] | -3% | -4%[2.29 µM] | -8% | -8%
CSc1nc(C)c2c(n1)N(c1ccc(O)cc1)CC2 | -22% | 5% | 18% | 7% | 3% | 5% | 2%[57.1 µM] | ? | -17%
O=C(NCc1ccccc1Cl)c1ccc(-c2ccccc2)cc1 | 16% | 4% | 21% | -10% | 20% | -2% | -11% | -2% | -11%
C/C(=N/NC(=O)CNC(=O)C1COc2ccccc2O1)c1ccc2c(c1)OCCO2 (centres undefined) | -3% | 5% | -51% | 6% | 13% | 4% | 16% | -7% | -20%[11.4 µM]

Screens (PubChem BioAssay)
